Compound activity: PubChem BioAssay, National Center for Advancing Translational Sciences (NCATS)
PI4K2A block = qHTS for small molecular inhibitors of PI4K2A. Phosphatidylinositol 4-kinase type 2-alpha (Homo sapiens), Q9BTU6. purified PI4K2A, ADP-Glo luminescence, 1 h; stronger effect = lower value. activity change, negative = inhibition, % at 76.9 µM. 420,000 compounds, 0.13% hits. AID 1346378, 2018; in the data active means activity change below about -50%; inconclusive means mostly about -30% to -49%;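 further: -100% = wells without enzyme as full effect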
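PI4K2A activity was measured by ADP-Glo luminescence: enzyme (4 ug/mL stock) and phosphatidylinositol (1.2 mM stock) in Tris pH 7.5/MgCl2/EGTA/Triton X-100 buffer were reacted with ATP (300 microM stock) for one hour at ambient temperature.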
PGK inhibitor = qHTS Assay to Find Inhibitors of Phosphoglycerate Kinase. Phosphoglycerate kinase, glycosomal (Trypanosoma brucei brucei), P07378. PGK/GAPDH coupled, Kinase-Glo luminescence, 60 min. Potency, µM (doses to about 57.5 µM), without a hit: at the highest dose activity change, negative = inhibition, actives largely listed as inhibitors. 380,000 compounds, 0.043% hits; further: potency means the concentration at half of the fitted maximal effect; on the % scale 0 is the no-effect control and ±100 the full control effect; nearly all actives have a fitted effect of over 60% in size
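Recombinant glycosomal PGK reaction used 1,3-bisphosphoglycerate generated in-well by GAPDH (100nM final) in 100mM TEA pH 7.6, 5mM MgCl2, 0.01% Tween-20. After 60 minutes at room temperature, ATP was read by Kinase-Glo Plus luminescence end-point.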
POLH inh = qHTS for Inhibitors of Polymerase Eta; DNA polymerase eta (Homo sapiens), Q9Y253; recombinant Pol eta, fluorescent DNA replication assay; Potency, µM (doses to about 114 µM), without a hit: at the top dose activity change, negative = inhibition, most hits filed as inhibitors; 390,000 compounds, 1.2% hits; AID 588591, 2011; further: potency means the concentration at half of the fitted maximal effect; on the % scale 0 is the no-effect control and ±100 the full control effect
Target sequence (Q9Y253 whole entry, looked up): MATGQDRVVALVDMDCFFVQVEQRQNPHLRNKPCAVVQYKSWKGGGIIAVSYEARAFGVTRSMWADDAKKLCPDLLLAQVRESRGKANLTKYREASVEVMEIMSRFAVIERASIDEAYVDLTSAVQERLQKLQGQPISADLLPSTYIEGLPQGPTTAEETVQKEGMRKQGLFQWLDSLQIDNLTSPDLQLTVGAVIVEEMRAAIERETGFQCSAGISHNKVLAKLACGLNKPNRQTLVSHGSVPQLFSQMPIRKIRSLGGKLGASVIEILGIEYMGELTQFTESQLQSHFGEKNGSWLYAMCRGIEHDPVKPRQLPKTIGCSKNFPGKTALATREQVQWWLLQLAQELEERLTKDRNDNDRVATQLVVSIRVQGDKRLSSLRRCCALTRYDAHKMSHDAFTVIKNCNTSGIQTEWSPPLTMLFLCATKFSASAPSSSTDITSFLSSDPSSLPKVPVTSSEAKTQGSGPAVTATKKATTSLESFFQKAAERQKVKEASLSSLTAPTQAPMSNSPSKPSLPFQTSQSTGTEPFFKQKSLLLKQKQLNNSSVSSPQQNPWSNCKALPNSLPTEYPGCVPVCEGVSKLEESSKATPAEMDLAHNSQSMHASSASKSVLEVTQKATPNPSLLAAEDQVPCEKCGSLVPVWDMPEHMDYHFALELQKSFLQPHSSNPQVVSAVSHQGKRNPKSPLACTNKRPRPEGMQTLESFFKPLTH
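Fluorescent replication assay: 50 nM final substrate added after a 15 min room-temperature compound preincubation with 10 nM enzyme. Signal taken at 0 min and again at 10 min.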
HP1b binding inh = HTS for Inhibitors of HP1-beta Chromodomain Interactions with Methylated Histone Tails | Chromobox protein homolog 1 (Homo sapiens), P83916 | AlphaScreen HP1-beta / biotin-H3K9me3 peptide binding | Potency, µM (highest dose often 114 µM), for the others: at the highest dose activity change, negative = inhibition, hits mostly inhibitors | 390,000 compounds, 0.56% hits | AID 540317, 2011; further: potency means the concentration at half of the fitted maximal effect; nearly all actives have a fitted effect of over 70% in size; inactives centre near 23
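AlphaScreen: HP1-beta (50 nM) preformed 30 min with biotin-H3(1-18)K9me3 peptide (50 nM) in PBS pH 7.4, 0.01% Tween-20. Compound added for 30 min at RT, then streptavidin donor/nickel chelate acceptor beads (10 ug/mL) for 30 min.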
BAZ2B block = qHTS Assay for Inhibitors of BAZ2B. Bromodomain adjacent to zinc finger domain protein 2B (Homo sapiens), Q9UIF8. AlphaScreen BAZ2B-H3K14Ac peptide displacement. Potency, µM (top dose mostly 114 µM), for inactives: at the top dose activity change, negative = inhibition, hits mostly inhibitors. 360,000 compounds, 4.4% hits. AID 504333, 2011; further: potency means the concentration at half of the fitted maximal effect; on the % scale 0 is the no-effect control and ±100 the full control effect; nearly all actives have a fitted effect of over 60% in size
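Complex of BAZ2B and biotin-H3K14Ac (50 nM apiece) forms over 30 min at RT, then faces library compounds up to 110 uM for another 30 min; AlphaScreen beads added, 20 min dark incubation, luminescence read.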
GLS inh = qHTS for Inhibitors of Glutaminase (GLS) | Glutaminase kidney isoform, mitochondrial (Homo sapiens), O94925 | GLS enzymatic activity, qHTS titration | Potency, µM (highest dose often 45.5 µM), for inactives: top-dose activity change, negative = inhibition, hits mostly inhibitors | 410,000 compounds, 0.21% hits | AID 624170, 2012; further: potency means the concentration at half of the fitted maximal effect; on the % scale 0 is the no-effect control and ±100 the full control effect
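Enzyme dispensed in phosphate buffer (45 mM, pH 8.2, 0.02% Tween-20), compounds pinned in, then 1 mM L-glutamine solution and the glutamate oxidase–HRP–Amplex Red mix added; fluorescence read immediately and again after 30 min at room temperature.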
G9a inh = qHTS Assay for Inhibitors of Histone Lysine Methyltransferase G9a; Histone-lysine N-methyltransferase EHMT2 (Homo sapiens), Q96KQ7; G9a H3K9 monomethylation, AlphaScreen, 2 h; Potency, µM (top dose mostly 102 µM), for inactives: top-dose activity, negative = inhibition, actives largely listed as inhibitors; 350,000 compounds, 8.8% hits; AID 504332, 2011; further: potency means the concentration at half of the fitted maximal effect; on the % scale 0 is the no-effect control and ±100 the full control effect; nearly all actives have a fitted effect of over 75% in size
Target sequence (Q96KQ7 913-1193 limits assumed): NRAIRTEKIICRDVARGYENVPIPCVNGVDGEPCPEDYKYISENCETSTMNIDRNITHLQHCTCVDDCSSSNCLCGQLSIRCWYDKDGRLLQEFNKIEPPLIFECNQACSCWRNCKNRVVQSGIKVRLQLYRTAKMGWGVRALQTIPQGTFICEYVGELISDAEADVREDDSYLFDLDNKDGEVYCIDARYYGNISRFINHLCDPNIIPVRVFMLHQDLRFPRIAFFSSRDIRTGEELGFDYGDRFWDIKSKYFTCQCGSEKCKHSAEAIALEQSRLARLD
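AlphaScreen detection with an anti-monomethyl H3K9 antibody quantified product after a 2 h room-temperature reaction containing 500 nM biotinylated H3K9 peptide, 20 µM SAM and 20 nM enzyme, which had been preincubated 15 min with compound.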
Pin1 inh = qHTS Assay to Find Inhibitors of Pin1; Peptidyl-prolyl cis-trans isomerase NIMA-interacting 1 (Homo sapiens), Q13526; Pin1 FP peptide displacement, HiFluor488, 10 min; Potency, µM (series often up to 115 µM), for inactives: top-dose activity, negative = inhibition, actives largely listed as inhibitors; 390,000 compounds, 0.009% hits; active means well fitted inhibition curve with a large enough effect in the polarisation, with a control signal flat, not every such curve was filed as active; inconclusive means small, poorly fitted or top-dose-only effect, or effect the other way, or a change in a side signal; inactive means no such curve, though single readings can be large or run the other way; the % refers to the polarisation; further: potency means the concentration at half of the fitted maximal effect; on the % scale 0 is the no-effect control and ±100 the full control effect
JMJD2A Tudor = qHTS Assay for Inhibitors of JMJD2A-Tudor Domain. Lysine-specific demethylase 4A (Homo sapiens), O75164. AlphaScreen JMJD2A-Tudor / H3K4me3 peptide binding. Potency, µM (top dose mostly 114 µM), inactives show at the highest dose activity change, negative = inhibition, most hits filed as inhibitors. 390,000 compounds, 4.4% hits; further: potency means the concentration at half of the fitted maximal effect; on the % scale 0 is the no-effect control and ±100 the full control effect; nearly all actives have a fitted effect of over 50% in size
Starred values were filed as active, the others as inactive; i = inactive; ? = inconclusive; nt = not tested or not shown; & = joins results of further samples; [ ] = remark or other dose. Unless noted, the call rests on the fitted dose curve; in most records, active means well fitted curve in the direction sought with a large enough effect; inconclusive means small, poorly fitted or top-dose-only effect, or another doubt; inactive means no such curve, though single readings can be large; an effect the other way counts as inactive or inconclusive.

| Compound | PI4K2A block | PGK inhibitor | POLH inh | HP1b binding inh | BAZ2B block | GLS inh | G9a inh | Pin1 inh | JMJD2A Tudor |
| --- | --- | --- | --- | --- | --- | --- | --- | --- | --- |
| CCO/C(C)=N/n1c2nc3ccccc3nc2c2c(=O)n(Cc3ccccc3Cl)c(C)nc21 | -13 | -7% | -13% | -14% | 13% | -1% | 37% | 57%[activator] | -19%[11.4 µM] |
| Cc1nn2c(-c3cccc(NC(=O)c4ccccc4)c3)nnc2c2ccccc12 | 3 | -9% | -17% | 35% | 4% | 0% | -1%[59 µM] | 2% | -10% |
| CC(C)N1CCC(=NNc2ccc(S(=O)(=O)N3CCOCC3)cc2[N+](=O)[O-])CC1 | -3 | -5% | -3% | -15% | 0% | 16% | 21%[59 µM] | 0% | ? |
| CCC(=O)NC(=S)Nc1ccc(S(=O)(=O)N2CCN(C)CC2)cc1 | 2 | -5% | -12% | 14% | 6% | 10% | 12%[59 µM] | 3% | -31% |
| COc1ccccc1C(CNC(=O)c1cccc(S(=O)(=O)N2CCCc3ccccc32)c1)N(C)C (stereo not given) | 8 | -5% | -20% | 6% | nt | 11% | nt | -19% | -26% |
| C[C@]12CCC(=O)C[C@@H]1CC[C@@H]1[C@@H]2CC[C@]2(C)C=CC[C@@H]12 | -4 | 0% | -17% | 49%[activator] | -9% | 10%&0% | 0%[12.7 µM] | -6% | 13% |
| O=C(Nc1cccc(S(=O)(=O)NC2=NCCC2)c1)c1cc(=O)[nH]c2ccccc12 | 7 | i | -8% | 23% | 6% | -11% | -29%[59 µM] | -8% | -6% |
| CC(C)(C)c1ccccc1OCC(=O)Nc1ncn[nH]1 | 2 | i | -2% | 38% | ? | -4% | 35µM* | 4% | -14% |
| Cc1c(NC(=O)NC(C)N2C(=O)C3C4C=CC(C4)C3C2=O)c(=O)n(-c2ccccc2)n1C (stereo not given) | 16 | -3% | -4% | 27% | 3% | 10% | 18%[59 µM] | -1% | 7% |
| N#CCCn1cc(C(=O)CN2C(=O)C(=O)N(C3CCCC3)C2=O)c2ccccc21 | -5 | i | 0% | -2% | -5% | -2% | 50µM* | 1% | -15% |
| Cn1c(=O)oc2cc(S(=O)(=O)N3CCC(C(=O)Nc4ccc(F)c(Cl)c4)CC3)ccc21 | 3 | i | -12% | 38%[activator] | -13% | 3% | -30%[59 µM] | 13% | -11% |
| CN(Cc1ccc(F)cc1)C(=O)c1cccc(S(=O)(=O)NCc2ccccc2)c1 | -21 | 3% | -2% | 24% | -1% | 9% | -25% | -5% | -16% |
| c1ccc(CSc2nnc(-c3sccc3-n3cccc3)o2)cc1 | 5 | 6% | -19% | 34%[activator] | 1% | 23% | nt | 0% | -1% |
| CCOC(=O)C1(Cc2cccc(F)c2)CCN(C(=O)c2cscn2)CC1 | -3 | i | -25% | 48%[activator] | -7% | 0% | 2% | -1% | 8% |
| COc1ccc(NC(=O)Oc2cc(C)ccc2C(C)C)cc1 | -5 | 2% | -8% | 20% | 3% | 0% | 7% | 3% | 5% |
| COc1ccc(NC(=O)CN2C(=O)C3CC=CCC3C2=O)cc1Cl (stereo not given) | -4 | -8% | -21% | nt | nt | 2% | nt | nt | nt |
| O=S(=O)(c1cccs1)N1CN(Cc2ccccc2)c2nc3ccccc3nc21 | -1 | 7% | -17% | 0% | -28% | 14% | -1%[2.33 µM] | 22% | -26% |
| O=C(O)c1nn(CCOc2cccc(Br)c2)c(=O)c2ccccc12 | -2 | 0% | -23% | 11% | -16% | 0% | 8% | 0% | -22% |
| Cc1ccccc1NC(=O)Cc1nc(CCl)cs1 | -4 | i | -25% | ? | -8% | -11% | ? | 0% | -13% |
| Cc1nc(-c2cccc(S(=O)(=O)N3CCCCC3)c2)cs1 | 1 | -6% | -5% | 60%[activator] | 0% | 0% | -12% | 1% | -3% |
| CCS(=O)(=O)N1CC(=O)N(c2cc(C)ccc2C)C(C)(C(=O)NC2CCCCC2)C1 (stereo not given) | -3 | 4% | -2% | 29% | 4% | -5% | -4%[59 µM] | -2% | 0% |
| Cc1ccc(CN(C(=O)COc2ccccc2[N+](=O)[O-])c2ccccn2)o1 | 0 | -1% | -19% | 20% | -36% | 5% | -8%[59 µM] | -2% | -22% |
| CCOC(=O)N1CCN(S(=O)(=O)c2c(C)nc3scc(C)n3c2=O)CC1 | -3 | -2% | -2% | 18% | -2% | 2% | 19%[0.0925 µM] | ? | -12% |
| COc1cccc(CNC(=O)CCc2c(C)nc3c(c2C)c(=O)n(C)c(=O)n3C)c1 | 3 | 1% | -8% | 17% | ? | 0% | -36%[59 µM] | 2% | -11% |
| CNC(=O)C1CCC(Cn2c(=O)c3sccc3n(CC(=O)Nc3cc(F)ccc3F)c2=O)CC1 (stereo not given) | 6 | -4% | -12% | 62%[activator] | 0% | -3% | 7%[59 µM] | -3% | 2% |
| O=C(/C=C/c1ccccc1F)N1CCN(c2ccccn2)CC1 | -2 | 1% | -7% | 37% | -21% | 5% | 7% | 4% | -12% |
| CCCN(CC(=O)Nc1ccccc1C)C(=O)c1cnc(C)cn1 | -5 | i | -17% | 37%[activator] | nt | 1% | nt | 3% | -5% |
| Cc1ccccc1N(CC(=O)NCC1CCCO1)C(=O)C1(C)CC(=O)N=C2C=CC=CN21 (stereo not given) | -4 | -8% | -12% | 12% | -3% | 0% | -7%[59 µM] | -2% | -1% |
| CN(C)c1ccc(S(=O)(=O)NCC(=O)OCC(=O)c2ccc[nH]2)cc1[N+](=O)[O-] | -13 | -3% | ? | 17% | -29% | 7% | -4%[12.7 µM] | 2% | -17% |
| Cc1cccc2c1-c1sc(C(=O)NCCCN3CCC(C)CC3)cc1CO2 | 5 | 2% | ? | 29% | 12% | 6% | -10% | -3% | -5% |
| Cc1cccc(NC(=O)/C(C#N)=C/c2cccc([N+](=O)[O-])c2)n1 | 8 | -2% | -1% | 16% | -26% | 30% | 25%[0.501 µM] | 0% | -22% |
| COc1ccc(C(C)=O)cc1CSc1nnc(Nc2ccccc2)s1 | -1 | -8% | -17% | 26% | 0% | -4% | -18%[59 µM] | 9% | -25% |
| CCN(CC(=O)NCCCn1ccnc1)S(=O)(=O)c1ccc(C)cc1 | -3 | -5% | -16% | 22% | -3% | -5% | 15% | -3% | -8% |
| Cn1cc(C(=O)O)c(-c2ccc3c(c2)OCCCO3)n1 | 3 | -1% | -8% | -5% | 9% | 0% | 2% | 4% | -16% |
| CCC(C)NC(=O)c1ccc(COc2ccccc2Cl)cc1 (stereo not given) | -1 | -3% | -2% | 15% | 9% | -1% | -9%[59 µM] | -1% | -12% |
| Cc1ccc(N2CCN(S(=O)(=O)c3ccc(F)c(C(=O)Nc4ccc(Cl)cc4Cl)c3)CC2C)cc1 (stereo not given) | 1 | -5% | 4% | 6% | -14% | -8% | -3%[59 µM] | -1% | -33% |
| O=[N+]([O-])c1ccc(N2N=C(c3ccco3)CC2c2ccccc2)cc1 (stereo not given) | 5 | 7% | -18% | -15% | ? | 2% | 7.9µM* | ? | -28% |
| CC1CCCCN1C(=O)COC(=O)CNC(=O)c1ccc(Cl)cc1Cl (stereo not given) | 2 | 2% | -23% | 34% | 7% | -1% | 10%[0.501 µM] | 6% | -5% |
| Cc1ccc(S(=O)(=O)N2CCN(C(=O)Cn3c(=O)cnc4ccccc43)CC2)c(C)c1 | 0 | 5% | -20% | 44%[activator] | nt | -8% | nt | 0% | -10% |
| CC(C)(C)CN1CCNC(=O)C1CC(=O)NCCN1CCCc2ccccc21 (stereo not given) | 0 | -3% | -13% | 19% | -31% | 19% | ? | ? | ? |
| C#CCOc1ccc(Br)cc1/C=N/O | 10 | 4% | -14% | 38% | -8% | 29% | ? | 6% | -8% |
| N=c1ccn(O)cc1CCc1ccccc1 | -5 | 1% | -22% | 39%[activator] | nt | -5% | nt | -7% | 1% |
| O=C1NC2(CCCCCC2)N=C1c1ccc(F)cc1 | 6 | i | -13% | 27% | -16% | -8% | -47% | 11% | ? |
| CC(=O)N1CCN(S(=O)(=O)c2ccc3c(c2)OCCO3)CC1 | -3 | -5% | 1% | 30% | -4% | -3% | 15%[12.7 µM] | -6% | -14% |
| COc1ccc(-c2nc(CSc3nnc(C)n4c3cc3sccc34)c(C)o2)cc1 | -4 | 4% | -8% | 22% | -20% | -16% | -42%[59 µM] | -3% | -8% |
| COc1ccccc1Nc1nn2c(=O)c3ccc(C(=O)NCCCOC(C)C)cc3nc2s1 | -1 | -2% | ? | 5% | -34% | -2% | -30%[59 µM] | 11% | -31% |
| COc1ccc(Oc2cnn(-c3ccccc3)c(=O)c2Br)cc1 | -9 | -10% | -21% | 51%[activator] | -1% | -2% | 4%[59 µM] | 3% | 9% |
| O=C(O)c1c(-c2ccc(Cl)cc2)cn2ccccc12 | 1 | 4% | -22% | 28% | -19% | 6% | -12% | -6% | -11% |

These rows are one share of the data; rates above refer to the full screens.
